PLK1 PBD inh = inhibitors of human PLK1 polo-box domain binding; P53350; Plk1 PBD binding of FITC phosphopeptide, fluorescence polarization; Potency, µM, for inactives: max response, negative = inhibition, hits mostly inhibitors; 360,000 compounds, 2.8% hits; AID 720504; note: potency is the fitted concentration of half-maximal effect; series mostly up to about 57 µM; % is set by controls: 0 for no effect and ±100 for the full control effect; nearly all actives have a fitted effect of over 65% in size
PI5P4K alpha inh = inhibitors of human PI5P4K alpha; P48426; AID 652105; PI5P4Kalpha enzyme, ADP-Glo luminescence, 60 min; active compounds read low; 330,000 compounds, 1.2% hits; max response, %; active = max response of -50% or lower; inconclusive = between -30% and -50%; inactive = -30% or higher; note: value at the top dose of about 77 µM; % is set by controls: 0 for no effect and ±100 for the full control effect
Target sequence (P48426 whole entry, looked up): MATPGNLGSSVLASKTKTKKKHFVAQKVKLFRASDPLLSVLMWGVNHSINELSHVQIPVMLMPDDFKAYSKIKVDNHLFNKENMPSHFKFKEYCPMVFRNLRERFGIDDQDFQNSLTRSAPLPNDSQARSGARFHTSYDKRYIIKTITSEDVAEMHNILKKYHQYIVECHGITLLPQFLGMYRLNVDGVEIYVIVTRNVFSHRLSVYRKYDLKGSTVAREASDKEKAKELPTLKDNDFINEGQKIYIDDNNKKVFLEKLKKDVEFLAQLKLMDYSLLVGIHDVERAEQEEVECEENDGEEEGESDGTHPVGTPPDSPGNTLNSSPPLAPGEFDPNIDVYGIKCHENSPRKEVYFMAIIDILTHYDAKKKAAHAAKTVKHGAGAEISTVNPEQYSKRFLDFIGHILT
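ADP-Glo luminescence end-point after a 60 min room-temperature kinase reaction. PI5P4Kalpha and substrate in HEPES pH 7.4 buffer with EGTA, 0.1% CHAPS and 5% DMSO; ATP at 5 microM final.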
WRN inhibitor = WRN helicase (human) inhibition. Q14191. WRN helicase unwinding, fluorescent forked duplex, kinetic. Potency, µM (doses to about 114 µM), inactives show at the highest dose activity change, negative = inhibition, most hits filed as inhibitors. 360,000 compounds, 0.46% hits. AID 651768; note: potency is the fitted concentration of half-maximal effect; % is set by controls: 0 for no effect and ±100 for the full control effect; nearly all actives have a fitted effect of over 55% in size
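WRN at 20 nM final was preincubated with compound for 15 min at room temperature; reaction started with 100 nM forked duplex oligonucleotide carrying fluorophore and quencher plus 2 mM ATP (final). Unwinding followed kinetically by red fluorescence (ex 525/em 598 nm).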
DRD3 agonist = agonists of human D3 dopamine receptor; P35462; D3R DiscoveRx beta-arrestin cells, luminescence, 90 min; max activation, %; 410,000 compounds, 0.58% hits; in the data active = max activation above about 30%; note: 0% is about no effect; mostly tested at two doses, the higher about 12 µM
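Agonist mode: compounds and dopamine controls were applied to plated cells for 90 min at 37 degrees C after an overnight attachment at 1500 cells/well. Luminescent read-out followed 30 - 60 minutes at room temperature with DiscoveRx detection reagent.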
DRD3 antagonist = antagonists of human D3 dopamine receptor; P35462; D3R cells, DiscoveRx beta-arrestin luminescence, antagonist mode; active compounds read low; max response, negative = inhibition, %; 360,000 compounds, 2.5% hits; AID 652054; in the data active = max response below about -50%; inconclusive = no clear call, values can overlap the other calls; note: % is set by controls: 0 for no effect and ±100 for the full control effect; mostly tested at two doses, the higher about 12 µM
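Cells plated overnight at 1500 cells/well, then exposed to library compounds with dopamine controls for 90 minutes at 37 degrees C. DiscoveRx reagent added for 30–60 minutes at room temperature; luminescence read, quantitative HTS format.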
GLP1R inv ag = acts as inverse agonist at human GLP-1 receptor; HEK293 GLP-1R CRE-luciferase, luminescence, 24 h; GLP-1R form is constitutively active; Potency, µM (titrated, usually from 38.3 µM), inactives show top-dose activity change, negative = inhibition, hits mostly inhibitors; 410,000 compounds, 1.6% hits; P43220; note: potency is the fitted concentration of half-maximal effect; % is set by controls: 0 for no effect and ±100 for the full control effect; nearly all actives have a fitted effect of over 55% in size
Target sequence (P43220 whole entry, looked up): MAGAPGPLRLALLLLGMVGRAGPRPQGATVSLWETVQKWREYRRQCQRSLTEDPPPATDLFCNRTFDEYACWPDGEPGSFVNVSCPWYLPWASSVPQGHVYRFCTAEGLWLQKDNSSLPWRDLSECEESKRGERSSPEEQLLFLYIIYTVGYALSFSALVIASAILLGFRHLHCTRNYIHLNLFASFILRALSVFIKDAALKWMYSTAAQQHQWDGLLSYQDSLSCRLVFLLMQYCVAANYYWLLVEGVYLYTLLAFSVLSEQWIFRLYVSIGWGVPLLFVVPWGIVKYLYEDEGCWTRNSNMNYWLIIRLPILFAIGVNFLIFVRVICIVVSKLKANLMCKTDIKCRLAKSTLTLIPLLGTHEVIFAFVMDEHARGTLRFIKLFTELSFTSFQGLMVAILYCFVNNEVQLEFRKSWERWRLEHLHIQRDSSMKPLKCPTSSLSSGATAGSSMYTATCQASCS
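HEK293 cells stably co-expressing a cAMP-responsive luciferase reporter and constitutively active GLP-1R were seeded, incubated 12 h, then exposed to compounds for 24 h at 37 C. Luminescence was read 12 min after detection reagent; inverse agonists lower signal.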
IL2 activator = activators of IL-2 | IL-2 activation reporter assay, cell-based qHTS; stimulated with anti-CD3/CD4/CD28 beads; in transgenic mouse T cells | activation, % (series mostly up to about 46 µM) | 360,000 compounds, 0.065% hits | AID 652025; in the data active = activation above about 50%; inconclusive = mostly about 30% to 49%; note: 0% is about no effect
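Quantitative HTS in unstimulated transgenic mouse T cells, with memory T cells as non-tolerant control and PMA/ionomycin as tolerance-bypass control. Compound pretreatment lasted 60 minutes before 18 h bead stimulation; EGFP/DsRed fluorescence read.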
GLP1R ag = activates the human GLP-1 receptor. HEK293 GLP-1R CRE-luciferase, luminescence, 4-6 h; cells express a hypersensitive GLP-1R form. Potency, µM (titrated, usually from 45.6 µM), for the others: at the highest dose activation, actives largely listed as activators. 380,000 compounds, 0.007% hits; note: potency is the fitted concentration of half-maximal effect; % of control where 0% means no effect
HEK293 tox = cytotoxicity counter-screen for GLP-1 receptor inverse agonists. Potency, µM (top dose mostly 38.3 µM), inactives show at the highest dose activity change, negative = inhibition, usual class: inhibitors. 410,000 compounds, 0.13% hits. HEK293 cAMP-luciferase reporter cells, luminescence, 24 h;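 note: loss of luciferase light is scored as toxicity; potency is the fitted concentration of half-maximal effect; % is set by controls: 0 for no effect and ±100 for the full control effect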
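Luminescence readout: signal drop marks cytotoxicity. Plated cells grew 12 h at 37 °C, 5% CO2, received 23 nL compound for 24 h, then got luciferase reagent, read after 12 min at RT.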
Numbers without * were called inactive; ? = inconclusive; . = not tested or not shown; & = joins results of further samples; [ ] = remark or other dose. Unless noted, calls come from the whole dose curve; as a rule, active = well fitted curve in the direction sought with a large enough effect; inconclusive = small, poorly fitted or top-dose-only effect, or another doubt; inactive = no such curve, though single readings can be large; an effect the other way counts as inactive or inconclusive. The order is random; 7.8% or so of the library scored in one or more.

No. | mol | PLK1 PBD inh | PI5P4K alpha inh | WRN inhibitor | DRD3 agonist | DRD3 antagonist | GLP1R inv ag | IL2 activator | GLP1R ag | HEK293 tox
1 | COc1cc(CNC(C)C23CC4CC(CC(C4)C2)C3)cc(OC)c1OC (stereo not drawn) | -10% | -13 | 6% | -17 | -19 | ? | -1.2 | 11% | -10%
2 | CNC(=O)[C@@H]1C[C@H]1[C@@H](NC(=O)CNC(=O)OCc1ccccc1)c1ccccc1 | -4% | -1 | -2% | 6 | 50 | 3% | 1.1 | 2% | 12%
3 | COc1ccc(NC(=O)C(C2CC2)n2c(=O)c(-c3ccccc3)nc3ccccc32)cc1 (stereo not drawn) | 6% | 1 | -7% | 4 | 0 | ? | -0.5 | . | 3%
4 | CCCCN(C(=S)SC)C1CCS(=O)(=O)C1 (stereo not drawn) | -8% | -2 | 3% | -4 | -11 | 12% | 0.4 | 11% | 10%
5 | COc1cc(OC)cc(C(=O)NNC(=O)c2ccccc2Br)c1 | 2% | -11 | -14%[57.1 µM] | 2 | 15 | 12% | -0.4 | 8% | -1%[1.53 µM]
6 | CCOc1ccc(-c2cc(C(=O)NN)[nH]n2)cc1 | 6% | -10 | -12%[57.1 µM] | 5 | 6 | -29% | 0.7 | 0% | 0%[1.53 µM]
7 | O=[N+]([O-])c1cc(Cl)ccc1N1CCCC1 | -11% | 4 | 3% | -4 | -2 | 9% | -1.1 | 14% | -7%
8 | COc1cc(S(C)=O)ccc1-c1nc2ncccc2[nH]1 (stereo not drawn) | 0% | 1 | 0% | 18&8 | 3 | 35%[activator] | 0.3 | -4%&-1% | 0%
9 | COc1ccccc1-c1ccc(NC2CCCCC2)nn1 | -5% | . | -7% | -10 | 13 | 0% | 0.2 | -1% | ?
10 | Cc1nc2ccc(NC(=O)CSc3ccccc3)cc2s1 | -4% | -6 | -11% | -6 | -27 | 5% | 0.0 | -5% | 2%
11 | CC(C)CC(=O)c1c[nH]c(C(=O)NCCCn2ccnc2)c1 | 1% | 10 | 4% | 1 | 6 | 0% | -1.2 | -6% | -6%
12 | CC(C)N(C(=O)CSc1nnc(CNc2ccc(F)cc2)o1)C(C)C | -2% | 11 | -9% | 6 | 24 | -7% | 0.2 | -1% | -11%
13 | Clc1ccc(-c2nc3cc(CN4CCCCC4)ccc3o2)cc1 | -5% | 0 | 4% | -4 | -3 | ? | 0.3 | 11% | -4%
14 | CCCC(=O)Nc1nn(CC)c2nc3ccc(C)cc3cc12 | 4% | 4 | 2% | 6 | -3 | 10% | -0.9 | 5% | 4%
15 | O=c1oc(-c2ccccc2NS(=O)(=O)c2ccc3ccccc3c2)nc2ccccc12 | -10% | 8 | -34% | -10 | 12 | 0% | -3.9 | 7% | 15%
16 | O=[N+]([O-])c1cccc(S(=O)(=O)c2ccc(NCCO)c([N+](=O)[O-])c2)c1 | 13µM* | ? | ? | 2 | 13 | 9% | -0.9 | 16% | -5%
17 | CCN(CC)c1nc(-c2ccccc2)nc2c1sc(=S)n2CC | 5% | 0 | 1% | 1 | 14 | -11%[7.66 µM] | 1.9 | -5% | -19%[7.66 µM]
18 | O=C(Nc1nnc(Cc2ccccc2)s1)C1CCC1 | -14% | -5 | 6% | -2 | 9 | 12% | 0.0 | 3% | 4%
19 | COc1ccc(CCN2CC(C(=O)OCC(=O)NCc3ccccc3Cl)CC2=O)cc1OC (stereo not drawn) | -4% | -2 | -1% | 5 | 15 | 17% | 0.2 | 13% | 3%
20 | Cc1cc2ccccc2c(=O)n1CC(=O)NCCC1=CCCCC1 | 3% | -6 | -7% | -6 | -16 | -12%[7.66 µM] | -0.2 | -1% | -2%[7.66 µM]
21 | O=C(COC(=O)c1ccc(Cl)nc1)Nc1ccc(S(=O)(=O)N2CCCC2)cc1 | -1% | 0 | 5% | 1 | 8 | -3% | 0.1 | -1% | 2%
22 | Cn1cc(S(=O)(=O)N2CCOCC2)cc1C(=O)NCc1ccccc1Cl | -9% | 0 | -8% | 2 | 11 | -4% | 0.2 | -5% | 2%
23 | O=C(Cc1ccc(Br)cc1)N/N=C/c1ccc(-c2cccc(C(=O)O)c2)o1 | -17% | ? | -13%[11.6 µM] | 4 | 1 | 35%[activator] | 0.4 | -2% | -10%
24 | NS(=O)(=O)c1cccc(NC(=O)c2cc3ccccc3o2)c1 | 21µM* | -7 | -6% | 22 | 11 | 4% | -1.4 | 5% | 8%
25 | CCOC(=O)c1c(-c2ccc(OC)cc2)csc1NC(=O)CNCc1ccco1 | -8% | 28 | -13% | 5 | 45 | ? | 1.0 | 2% | -3%
26 | CCOC(=O)C1CCN(C(=O)COc2cccc3ccccc23)CC1 | 0% | -2 | -8% | 5 | 2 | -5% | 2.0 | 14% | -4%
27 | CN(C)C(=O)COc1ncnc2scc(-c3ccc(F)cc3)c12 | -5% | 2 | -6% | -4 | -7 | -2% | 2.4 | -2% | -10%
28 | CC(C)CCNc1nc2c(c(=O)n(Cc3cccc(F)c3)c(=O)n2C)n1C | -6% | -3 | -1% | 8 | 27 | ? | -1.4 | 3% | -26%
29 | O=C1CCCN1C(=O)COc1ccccc1[N+](=O)[O-] | -9% | -1 | 6% | 38* | -3 | 31%[activator] | 3.3 | 2% | 3%
30 | CC(C)C(OC(=O)c1ccccc1)c1nccc2ccccc12 (stereo not drawn) | ? | -1 | -10% | -14 | 4 | ? | -4.1 | 4% | -2%
31 | O=C(c1cc([N+](=O)[O-])ccc1N1CCOCC1)N1CCCC1 | -2% | 3 | -12% | 2 | -1 | 7% | 3.0 | -4% | ?
32 | O=C(Nc1ccc(F)c(Cl)c1)c1ccccc1NC(=O)C1CCCCC1C(=O)O (stereo not drawn) | -16% | 0 | -9% | 5 | 11 | ? | -2.0 | 15% | ?
33 | CCNC(=S)N1CCN(c2nc(CC)nc3sc4c(c23)CCCC4)CC1 | -28% | 0 | -13% | -2 | 1 | ? | -0.6 | 3% | -22%
34 | Cc1cc(OC(=O)c2c(F)cc(F)cc2F)nc(C)n1 | 21µM* | 0 | 0% | 3 | 4 | 4% | -2.3 | 9% | -2%
35 | CC(=O)C1CCCN(C(=O)c2ccc3nc(Cc4cccc(Cl)c4)oc3c2)C1 (stereo not drawn) | -2% | 1 | -26% | 2 | 4 | 25% | -3.8 | -4% | -8%
36 | O=S(=O)(Nc1cccc(-c2cn3ccsc3n2)c1)c1ccc(F)cc1 | -6% | 0 | -25% | 0 | 16 | 4% | -0.9 | 6% | -9%
37 | Cn1c(CC(=O)NC(C)(C)CO)c(Sc2ccccc2)c2ccccc21 | -9% | 11 | -20% | 2 | 15 | ? | 2.9 | 1% | 3%
38 | O=c1ccc(Cl)n[nH]1 | 0% | -8 | 13% | 6 | 9 | 4% | -0.1 | 3% | -6%
39 | FC(F)(F)c1cc(Oc2ccc(Cl)cc2)nc(-c2ccccn2)n1 | -5% | . | 8% | -33 | 19 | 3% | -3.7 | -12% | 0%
40 | O=C(CSc1nnc(NC(=O)C2CC2)s1)Nc1ccccc1Cl | 2% | 1 | -9% | 3 | 4 | 21% | -0.9 | 1% | 8%
41 | O=C1CSc2ccc(C(=O)N3CCCCC3)cc2N1 | 15µM* | -20 | 2% | -3 | -3 | 19% | -0.4 | 5% | 0%
42 | CCC(=O)NCCNC(=O)c1c(SC)nsc1SC | -6% | -3 | 3% | 0 | 28 | 0% | -0.4 | -3% | -8%
43 | O=C(COc1ccc2oc3c(c2c1)CCCC3)Nc1ccc(Cl)cc1 | . | . | . | 4 | . | 4% | . | 15% | 21%
44 | COc1ccc(-n2c(=O)c3c(c4cc(OC)ccc4n3C)n(Cc3cc(C)ccc3C)c2=O)cc1 | . | . | . | -22 | . | 6% | . | 0% | 3%
45 | CCc1c(C)sc(NC(=S)N2CC(C)OC(C)C2)c1C(=O)OC (stereo not drawn) | 1% | 11 | -5% | 1 | 47 | -21% | -1.3 | 4% | -12%
46 | OC1c2c(F)cccc2N=C2CCCCCN21 (stereo not drawn) | -10% | -21 | -10% | -5 | -11 | 4% | 0.3 | 6% | -12%
47 | CC(C)(C)N(Cc1ccccc1)C(=O)COC(=O)c1ccc(N2CCCC2=O)cc1 | -10% | -9 | -3% | -13 | -22 | -17% | -0.3 | 7% | 7%
48 | CCN(C(=O)COC(=O)c1ccccc1Cc1ccccc1)c1c(N)n(Cc2ccccc2)c(=O)[nH]c1=O | -8% | 20 | 3% | 4 | -5 | ? | -0.8 | 4% | -16%
49 | CCOC(=O)c1ccc(NC(=O)CN2C(=O)NC3(CCCCCC3)C2=O)cc1 | 6% | 4 | -6% | 5 | 3 | ? | 5.6 | 0% | -11%

3 entries drawn at random from the list so far, as already listed:
No. | mol | PLK1 PBD inh | PI5P4K alpha inh | WRN inhibitor | DRD3 agonist | DRD3 antagonist | GLP1R inv ag | IL2 activator | GLP1R ag | HEK293 tox
46 | OC1c2c(F)cccc2N=C2CCCCCN21 (stereo not drawn) | -10% | -21 | -10% | -5 | -11 | 4% | 0.3 | 6% | -12%
43 | O=C(COc1ccc2oc3c(c2c1)CCCC3)Nc1ccc(Cl)cc1 | . | . | . | 4 | . | 4% | . | 15% | 21%
42 | CCC(=O)NCCNC(=O)c1c(SC)nsc1SC | -6% | -3 | 3% | 0 | 28 | 0% | -0.4 | -3% | -8%

Laid out differently: entries from further up
Results follow in this order: PLK1 PBD inh, PI5P4K alpha inh, WRN inhibitor, DRD3 agonist, DRD3 antagonist, GLP1R inv ag, IL2 activator, GLP1R ag, HEK293 tox
(37) Cn1c(CC(=O)NC(C)(C)CO)c(Sc2ccccc2)c2ccccc21
  -9%, 11, -20%, 2, 15, ?, 2.9, 1%, 3%
(45) CCc1c(C)sc(NC(=S)N2CC(C)OC(C)C2)c1C(=O)OC (stereo not drawn)
  1%, 11, -5%, 1, 47, -21%, -1.3, 4%, -12%

Screening data as filed in PubChem.
